Screening results as filed in PubChem BioAssay.
ERK EGF block = qHTS Assay for Inhibitors of the ERK Signaling Pathway using a Homogeneous Screening Assay; Stimulation with EGF; HEK293-V1b, EGF-stimulated phospho-ERK AlphaScreen; Potency, µM (series often up to 11.5 µM), for the others: top-dose activity change, negative = inhibition, actives largely listed as inhibitors; 0.41% of 130,000 active; AID 1454, 2008; active means well fitted inhibition curve with a large enough effect; inconclusive means small, poorly fitted or top-dose-only effect, or effect the other way;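 further: plate controls were stimulated vehicle wells for no effect and unstimulated vehicle basal for full effect; nearly all actives have a fitted effect of over 55% in size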
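After overnight plating in 1% FBS, HEK293-V1b cells received test compound for half an hour, then a 5 min pulse of EGF (25 nM); ERK phosphorylation in lysates was read by bead-based AlphaScreen.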
* hit, by the source's call; ? = inconclusive; & = joins results of further samples; [ ] = dose if it differs, or a comment. Potency means the concentration at half of the fitted maximal effect.

nr	compound	ERK EGF block
1	CCOC(=O)C(=O)N(CC)C1CCS(=O)(=O)C1 (configuration not stated)	-2%[57.5 µM]
2	CC(C)(C)NC(=O)NC(=O)COC(=O)COc1ccc(Cl)cc1Cl	0%
3	COC(=O)c1cn(NC(=O)c2ccc(OC)c([N+](=O)[O-])c2)c(=O)c2ccccc12	-5%
4	NC(=O)CC(NC(=O)Cc1ccc(Br)cc1)c1ccc(NCCc2ccccc2F)c([N+](=O)[O-])c1 (configuration not stated)	-10%[57.5 µM]
5	CCc1nnc(NS(=O)(=O)c2ccc(Nc3ccc([N+](=O)[O-])c4nonc34)cc2)s1	?
6	O=C(NCc1ccccc1)c1nc2c(nnn2Cc2cccc(Cl)c2)c(=O)[nH]1	-6%
7	CCS(=O)(=O)c1ccc(O)c(NC(=O)COc2ccc(C)cc2)c1	-2%
8	COc1ccc2c(CSc3nnc(-c4cccnc4)n3-c3ccccc3F)cc(=O)oc2c1	4%
9	O=[n+]1c2c(n([O-])c3cc(Br)ccc31)CCCC2	9%
10	OC1(c2ccc(F)cc2)CN(c2ccccc2)C2=[N+]1CCS2 (configuration not stated)	8%
11	COc1cccc(-c2nc3sc4c(c3c(=O)[nH]2)CCCCC4)c1	1%
12	Cc1ccc(Nc2nc3ccccc3c(=O)s2)cc1	-3%
13	CC(Oc1ccccc1)C(=O)N1CCN=C1SCc1ccc(F)cc1 (configuration not stated)	-5%[57.5 µM]
14	N#Cc1ccc(-c2csc(NC(=O)c3cc(-c4cccs4)nc4ccccc34)n2)cc1	-25%[57.5 µM]
15	CCOC(=O)c1cc(-c2ccccc2)nc2ccc(C)cc12	?
16	Oc1ccc(Nc2nc(Cl)nc(NCc3ccco3)n2)cc1	-4%
17	O=C1NC2(CCCC2)C(=O)N1Cc1cc(=O)n2ccsc2n1	-10%[57.5 µM]
18	O=C(Nc1cccc(S(=O)(=O)N2CCOCC2)c1)c1ccc2c(=O)n3c(nc2c1)CCCCC3	?
19	COc1ccc(-c2cn3ccccc3n2)cc1[N+](=O)[O-]	-3%
20	CCO[C@H]1OC(C(=O)N2CCN(Cc3ccccc3)CC2)=C[C@@H](C2CCCCC2)[C@@H]1CCCO	-11%[57.5 µM]
21	CC1(C(=O)NNC(=S)NCc2ccco2)CC1(Cl)Cl (configuration not stated)	7%
22	O=C(Nc1ccc(F)cc1)c1ccccc1NS(=O)(=O)N1CCCC1	5%
23	Cc1ccc(C=Nc2cc([N+](=O)[O-])ccc2C)s1	5%
24	CCOCCCNC(=O)C(NC(=O)c1ccccn1)c1ccc(C)cc1 (configuration not stated)	6%
25	COc1ccc(-n2nc([N+](=O)[O-])c(=NCCc3ccccc3)n2O)cc1	0%
26	COC(=O)[C@@]1(Cc2ccc(OC)cc2)[C@@H]2[C@@H](CC(=O)[C@H]2CC(=O)C(=O)N(C)C)CN1C(=O)c1ccccc1	-2%&0%
27	CSc1cccc(NC(=O)C2(S(=O)(=O)c3ccc(C)cc3)CC2)c1	-2%
28	O=C(Cn1cncn1)N/N=C/c1cccc2ccccc12	-5%
29	CS(=O)(=O)N1CCC2(CC1)CN(Cc1nccs1)C2	5%
30	Cc1c(C(=O)NN)nn(-c2ccc(Cl)cc2)c(=O)c1C#N	-2%
31	COC(=O)CCCC1=CC2=CC(=O)C(C)(OC(=O)c3cccs3)C(=O)C2=CN1CCN1CCOCC1 (configuration not stated)	-11%[57.5 µM]
32	CCCCCCCCCCCCC/C=C/[C@@H](O)[C@H](CO)NC(=O)CCCCCCC	-9%
33	Brc1ccc(CN2C3=NCCCN3c3ccccc32)cc1	16%
34	CC(=O)Nc1ccc(-c2nc3ccc(Cl)cc3[nH]2)cc1	-4%
35	OCCNCc1cccc(OCc2ccc(Cl)cc2)c1	-4%
36	COc1ccc2c(c1)O[C@H](c1ccc3c(c1)OCO3)[C@@H](OC(=O)N[C@H]1CCCc3ccccc31)C2=O	-9%&6%
37	CC(=O)N1[C@@H]2CC3C4CC=C5C[C@@H](O)CC[C@]5(C)C4CC[C@]3(C)[C@@]21C(C)=O (some centres not stated)	-14%
38	CCOC(=O)N1CCN(CC(=O)Nc2ccc(F)cc2F)CC1	4%
39	COc1ccc(/C=N\Nc2ccccc2[N+](=O)[O-])c(C(=O)O)c1OC	-11%[57.5 µM]
40	COC(=O)C1=C(C)NC(=O)NC1c1ccc(-c2ccccc2Cl)o1 (configuration not stated)	4%
41	Cc1nc2cc(C(=O)OCC(=O)Nc3ccc(C#N)cc3)ccc2n1-c1ccccc1	23%
42	CCc1ccccc1NC1=CC(=O)CC(C)(C)C1	-4%
43	O=C(Cc1cccs1)Nc1nnc(SCc2ccc(Br)cc2)s1	2%
44	C=CCN(C(=O)c1cc(C)cc(C)c1)C1(C(=O)Nc2ccccc2)CCN(C(C)C)CC1	4%
45	CCN(CC)CCNC(=O)/C(=N\O)c1ccccn1	2%
46	COc1cc(/C=C(\C#N)c2ccccn2)ccc1OCc1ccccc1	-3%
47	COc1cccc(C(c2c(N)[nH]c(=S)[nH]c2=O)c2c(N)[nH]c(=S)[nH]c2=O)c1	-1%[57.5 µM]
48	COc1cc(C(F)(F)F)c(C(=O)N(C)c2ccc(Cl)cc2)cn1	11%[57.5 µM]
49	S=C(Nc1ccc(Cl)cc1)NC1CCN(Cc2ccccc2)CC1	-4%
50	Cc1ccc(/C=N/n2c(-c3ccco3)n[nH]c2=S)cc1	-14%[57.5 µM]

Going on with the list.
nr	compound	ERK EGF block
51	COc1ccc(C2=NN(C(=O)/C=C/c3ccccc3)C(c3ccccc3)C2)c(OC(C)=O)c1 (configuration not stated)	23%
52	C=CCNC(=S)NNC(=O)c1cccc(Br)c1	-6%
53	O=C(CSc1nc(-c2cccs2)cc(C(F)(F)F)n1)NCCCn1ccnc1	1%
54	NS(=O)(=O)c1ccc(NC(=O)COC(=O)c2ccc(Cl)nc2)cc1	0%
55	Cc1ccc(C(=O)NNC(=O)C2CCN(S(=O)(=O)c3ccc(C)cc3)CC2)cc1	-10%[57.5 µM]
56	Nc1ccc(C(=O)OCC(=O)Nc2ccc([N+](=O)[O-])cc2C(F)(F)F)cc1	-24%
57	COCCCNC1=C(Cl)C(=O)c2ccccc2C1=O	?
58	CNC[C@H](O)[C@H](O)[C@H](O)[C@H](O)CO	0%[25.7 µM]
59	Cc1nc(N2CCOCC2)[nH]c(=O)c1[N+](=O)[O-]	-3%[57.5 µM]
60	COCC1CCN(Cc2cn[nH]c2-c2cc(OC)c(OC)c(OC)c2)CC1	-32%
61	O=C(O)C1=CCCNC1	-2%&13%&-9%
62	CC1CC(C)CN(C(=O)Cc2c(C(=O)O)[nH]c3ccc(Cl)cc23)C1 (configuration not stated)	2%
63	COCC(=O)N1CCC(Oc2ccc(C(=O)NCc3cnc(C)cn3)cc2)CC1	-11%[57.5 µM]
64	O=C(Nc1cc(-c2ccccc2)[nH]n1)c1ccccc1	-6%[57.5 µM]
65	Nc1nonc1-n1nnc(C(=O)N/N=C/c2ccccc2)c1CSc1ccccc1	5%[57.5 µM]
66	CC1(O)/C=C\C=C(\CO)C2CC(C)(C)C2(O)CC1 (configuration not stated)	2%
67	Cc1ccc(S(=O)(=O)NC(C(=O)Oc2ccc3c(C(F)(F)F)cc(=O)oc3c2)c2ccccc2)cc1 (configuration not stated)	-5%[57.5 µM]
68	Cn1nnc(NC(=S)NC(=O)c2ccccc2)n1	-2%[57.5 µM]
69	COc1ccccc1C(=O)OCC(=O)Nc1ccc(Cl)cn1	-10%
70	COc1ccc(-n2nc(C(=O)NCC(=O)N3CCN(c4ccccn4)CC3)c3ccccc3c2=O)cc1Cl	-1%
71	O=C(O)c1ccc(Cn2cnc3scc(-c4ccccc4)c3c2=O)cc1	-5%
72	CCOC(=O)CC(c1ccc([N+](=O)[O-])cc1)n1c(C)ccc1C (configuration not stated)	-14%
73	CN(C)S(=O)(=O)c1cc(C(=O)NCc2ccccc2)c(Cl)cc1Cl	-12%
74	COc1ccc(C(=O)NC2CCN(C(=S)Nc3ccccc3C)CC2)cc1	2%
75	CCC(C)NC(=O)/C=C/c1cccs1 (configuration not stated)	-1%
76	O=C(Nc1ccccc1NC(=O)c1csnn1)c1csnn1	-1%
77	COc1ccc(CN(Cc2ccc(C(=O)O)cc2)C(=S)Nc2cc(C)cc(C)c2)cc1OC	-6%
78	COc1ccc2c(/C=N/NS(=O)(=O)c3ccc(C)cc3)c[nH]c2c1	13%[57.5 µM]
79	CCC(C)(NC(=O)c1ccccn1)C(=O)NC1CCCC1 (configuration not stated)	7%
80	CCCCNS(=O)(=O)c1ccc(S(=O)(=O)NCc2ccncc2)cc1	4%
81	CN1N=C(C(=O)N2CCCC(C(=O)c3cccc(C(F)(F)F)c3)C2)CCC1=O (configuration not stated)	-16%[57.5 µM]
82	O=C(CSc1nnnn1C1CCCC1)NCCc1ccccc1	-10%[57.5 µM]
83	O=[N+]([O-])c1ccc(-c2nn(-c3ccccc3)cc2/C=N/n2c(-c3ccncc3)n[nH]c2=S)cc1	14%[57.5 µM]
84	Cc1ccc(S(=O)(=O)/N=C(/c2ccccc2)N2CCOCC2)cc1	-5%
85	Cn1cccc1Cc1nnc(SCC(=O)NCC2CCCO2)n1C (configuration not stated)	-5%[57.5 µM]
86	Cc1nc(CN(C)Cc2nc(Cc3ccccc3Cl)no2)cs1	2%
87	O=C(/C=C/c1ccco1)Nc1ccc(C(=O)N2CCOCC2)cc1	0%
88	N#CCCN(CCN1CCCC1)S(=O)(=O)c1ccc(-c2ccc([N+](=O)[O-])cc2)cc1	0%
89	COc1cccc(NC(=S)N/N=C2\CC3CCC2(C)C3(C)C)c1 (configuration not stated)	2%
90	Fc1cnc(N2CCOCC2)nc1N1CCc2ccccc21	-8%
91	CC(=O)c1cccc(NC(=O)COC(=O)c2ccc(S(C)(=O)=O)c([N+](=O)[O-])c2)c1	4%
92	COc1ccc(CCNC(=O)CSc2cccc3cccnc23)cc1OC	2%
93	CC(C1CCN(Cc2nc(C3CC3)no2)CC1)N1CCOCC1 (configuration not stated)	12%
94	C/C(N)=C(/C#N)C(=O)COC(=O)Cc1coc2cc(C)ccc12	-1%
95	CC(C)CC(C(=O)O)N(Cc1ccccc1)Cc1ccccc1 (configuration not stated)	5%
96	O=C(O)/C=C/C(=O)NNC(=O)c1cccc(Br)c1	-2%
97	O=C1CC(c2ccc(O)c(O)c2)Oc2c1ccc(O)c2O (configuration not stated)	-4%[57.5 µM]
98	COc1ccc(Nc2nc3ccccc3s2)cc1	-1%
99	COc1ccc(/C=C/C(=O)NCC(=O)N/N=C/c2cccnc2)cc1	3%
100	S=C(Nc1ccc(Cl)c(Cl)c1)N1CCOCC1	4%

The last 7 entries of the section above are carried over, then new ones follow:
nr	compound	ERK EGF block
94	C/C(N)=C(/C#N)C(=O)COC(=O)Cc1coc2cc(C)ccc12	-1%
95	CC(C)CC(C(=O)O)N(Cc1ccccc1)Cc1ccccc1 (configuration not stated)	5%
96	O=C(O)/C=C/C(=O)NNC(=O)c1cccc(Br)c1	-2%
97	O=C1CC(c2ccc(O)c(O)c2)Oc2c1ccc(O)c2O (configuration not stated)	-4%[57.5 µM]
98	COc1ccc(Nc2nc3ccccc3s2)cc1	-1%
99	COc1ccc(/C=C/C(=O)NCC(=O)N/N=C/c2cccnc2)cc1	3%
100	S=C(Nc1ccc(Cl)c(Cl)c1)N1CCOCC1	4%
101	Cc1cc(OC(=O)c2ccc(S(=O)(=O)N(C)C)cc2)c([N+](=O)[O-])c(=O)[nH]1	-3%
102	COc1ccc(/C=N/N2C(=O)c3ccccc3C2=O)cc1	-1%
103	COc1ccc(OS(=O)(=O)c2c(C)noc2C)cc1	-4%[57.5 µM]
104	COc1ccccc1NC(=O)CS(=O)(=O)c1cn(CC(=O)N2CCOCC2)c2ccccc12	-1%
105	Cn1c(SCc2cccc(F)c2)nnc1-c1cnccn1	-1%[57.5 µM]
106	Cc1ccc(Nc2nnc(SCC(=O)NC(Cc3c[nH]c4ccccc34)C(=O)O)s2)cc1 (configuration not stated)	-4%
107	CS(=O)(=O)c1ccc2nnn(OCC(=O)Nc3cccc(C#N)c3)c2c1	17%[57.5 µM]
108	Cn1nnc(NC(=S)NC(=O)Cc2ccccc2)n1	2%
109	Cc1cc2cc(CN(Cc3cccs3)S(=O)(=O)c3ccc4c(c3)OCCO4)c(=O)[nH]c2cc1C	2%
110	C=CCC1(CC=C)CCCN1C(=O)CC1C(=O)NCCN1Cc1cccc(OC)c1OC (configuration not stated)	-5%
111	Cc1ccc(Nc2ccc(C(N)=O)cc2[N+](=O)[O-])cc1C	3%
112	C=C1CC(C(=O)N/N=C/c2ccc(O)cc2)C1	12%
113	O=C(Nc1ccc(OC(F)F)c(Cl)c1)C(c1ccccc1)c1ccccc1	-5%
114	COC(=O)CC1C(=O)NCCN1C(=O)CSc1nnnn1-c1ccc(OC)cc1 (configuration not stated)	9%
115	O=[N+]([O-])c1ccccc1/C=N/NC1=NCCCCC1	4%
116	Cc1ccc(S(=O)(=O)Nc2cccc(Oc3cnccn3)c2)cc1	7%
117	CC(C)(C)n1nc2c(c1NC(=O)COc1ccc(Cl)cc1)CS(=O)(=O)C2	-3%
118	CCc1cccc(NS(=O)(=O)c2c(C)n[nH]c2C)c1	3%
119	Cc1[nH]c2ccccc2c1N=Nc1c(C)n(C)n(-c2ccccc2)c1=O	5%
120	Cc1c(C)n(CCc2c[nH]c3ccccc23)ccc1=O	2%
121	NS(=O)(=O)c1ccc(N/N=C/c2ccc(C(=O)O)cc2)c([N+](=O)[O-])c1	-7%[57.5 µM]

The list is partial (hit frequency here may not be typical).
